All columns: NCI-60 one-dose screen, growth in % after 48 h at 10 µM unless noted; 100 = growth as untreated, 0 = no growth, -100 = all killed.
SK-MEL-28: SK-MEL-28 melanoma. AID 1794761. 81,000 tested, 4.1% active
A549/ATCC: A549/ATCC NSCLC; 81,000 tested, 3.7% active; AID 1794740
SK-MEL-5: SK-MEL-5 melanoma; 80,000 tested, 6.4% active
EKVX: EKVX NSCLC; 71,000 tested, 3% active; AID 1794765
HOP-92: HOP-92 NSCLC cells. 71,000 tested, 6.3% active. AID 1794738
M14: M14 melanoma; 80,000 tested, 6.2% active; AID 1794745
HOP-62: HOP-62 NSCLC; 80,000 tested, 3.9% active; AID 1794735
CCRF-CEM: CCRF-CEM leukemia; AID 1794778; 77,000 tested, 7% active
* marks the source's active call; other numbers are inactive results; x = not tested or not shown; & = joins results of further samples; [ ] = remark or other dose. How the source made its calls: active means growth percent below 10; inactive means the rest. Outcome played no part in choosing rows, and some 12% of all compounds hit somewhere here.

Structure	SK-MEL-5	CCRF-CEM	SK-MEL-28	M14	HOP-92	A549/ATCC	HOP-62	EKVX
Cc1nc(Nc2nc3ccc(F)cc3s2)nc(-c2ccccc2)c1C(=O)Nc1ncccn1	102	x	109	93	93	107	105	x
O=C(Nc1ccccc1)OCCN1CCOCC1	103	121	99	105	x	110	104	97
N#Cc1nnn(-c2ccc(S(N)(=O)=O)cc2)c1N	x	85	100	97	92	96	92	91
CC1(C)CC(=O)C(CC2C(=O)CC(C)(C)CC2=O)C(=O)C1	99&103	96&104	104&121	98&101	96	93&102	91&96	100&103
Clc1nc(Cl)c(C2CC(c3ccc4c(c3)OCO4)=NN2c2ccccc2)s1 (stereo unspecified)	102	x	98	109	108	85	76	67
Cc1nn(-c2ccccc2)c(C)c1N=Nc1ccc2oc(=O)ccc2c1	93	87	100	107	66	99	104	84
Cc1ccc(NC(=O)c2c(C)oc3ccc(O)c(CN4CCCCCC4)c23)cc1	86	88	97	86	56	86	80	84
CN(C)Cc1c(O)ccc2ccccc12	100	124	111	97	80	109	86	84
Clc1ccc2nc(-c3ccc(-c4ccc(/C=N/NC5=NCCN5)cc4)s3)cn2c1	93	76	100	98	77	100	99	91
O=C(CCSc1nnc2n(Cc3ccccc3)c(=O)c3c4c(sc3n12)CCCC4)N1CCN(c2ccccc2)CC1	100	127	87	96	94	104	103	92
COc1cccc(O)c1O	56	64	74	45	94	101	x	100
CCCSc1nnc(-c2c(C)nc3ccc(Br)cn23)o1	58	103	99	98	96	90	70	81
Cc1ccc(-c2nc(SCC(=O)c3ccccc3)nc(Nc3cccc(S(N)(=O)=O)c3)c2C#N)cc1	97	101	100	105	35	102	118	104
Cn1c(=O)[nH]c(=O)c2nc(CC(O)c3ccco3)c(=O)[nH]c21 (stereo unspecified)	99	110	104	106	97	100	108	98
N/C(=N\C(N)=N\c1nc2ccccc2s1)c1ncc(Cl)cc1Cl	97	99	105	98	x	108	77	79
CCCC1(CC)NC(=O)NC1=O (stereo unspecified)	101	99	119	114	88	102	101	110

Next section; it opens with the 2 that closed the last part.
Structure	SK-MEL-5	CCRF-CEM	SK-MEL-28	M14	HOP-92	A549/ATCC	HOP-62	EKVX
N/C(=N\C(N)=N\c1nc2ccccc2s1)c1ncc(Cl)cc1Cl	97	99	105	98	x	108	77	79
CCCC1(CC)NC(=O)NC1=O (stereo unspecified)	101	99	119	114	88	102	101	110
Nc1nncc(-c2ccccc2)n1	117	118	116	118	112	91	96	119
CC(O)c1ccccc1Br (stereo unspecified)	99	106	107	106	121	112	95	85
O=C(N/N=C/c1ccc(Cl)o1)c1[nH]c2ccc(Br)cc2c1-c1ccccc1	-75*	-2.1*	2.4*	-3.5*	9.0*	-23*	-48*	12
Nc1c(C(=O)Nc2ccc(Cl)c(Cl)c2)sc2nc3c(cc12)C(=O)CCC3	102	104	98	103	106	98	100	x
O=C(O)c1cccc(N2C(=O)CCSC2=S)c1	100	105	101	109	108	101	108	99
S=C(N/N=C/c1cc(Cl)cc(Cl)c1)NC12CC3CC(CC(C3)C1)C2	97	51	91	89	x	45	78	x
CCOC(=O)c1cc2c(n1C)-c1[nH]c(=O)c(S(=O)(=O)c3ccccc3)cc1CCC2	98	89	107	106	58	90	99	x
Clc1ccc(OC2CCO2)cc1Cl (stereo unspecified)	95	108	109	109	100	93	93	92

Compound profiles, as listed above. Values in the order: SK-MEL-5	CCRF-CEM	SK-MEL-28	M14	HOP-92	A549/ATCC	HOP-62	EKVX
Results for Cn1c(=O)[nH]c(=O)c2nc(CC(O)c3ccco3)c(=O)[nH]c21 (stereo unspecified) → 99	110	104	106	97	100	108	98
Results for Cc1ccc(-c2nc(SCC(=O)c3ccccc3)nc(Nc3cccc(S(N)(=O)=O)c3)c2C#N)cc1 → 97	101	100	105	35	102	118	104
Results for O=C(CCSc1nnc2n(Cc3ccccc3)c(=O)c3c4c(sc3n12)CCCC4)N1CCN(c2ccccc2)CC1 → 100	127	87	96	94	104	103	92

Additional entries
Structure	SK-MEL-5	CCRF-CEM	SK-MEL-28	M14	HOP-92	A549/ATCC	HOP-62	EKVX
Cc1c(C(C)(C)C)cc(C(C)(C)C)c2c1CN(C)CO2	127	94	102	118	112	111	103	105
COc1cc(-c2ccc(=O)oc2C#Cc2ccccc2)cc(OC)c1OC	49	50	77	74	97	55	75	102
C(=C\c1ccccc1)/CN1CCOCC1	104	85	104	99	107	92	108	107
NS(=O)(=O)c1ccc(-n2c(SCC(=O)Nc3ccc(S(=O)(=O)Nc4ccc(Cl)nn4)cc3)nc3ccccc3c2=O)cc1	100	89	102	94	76	103	108	100
O=C1S/C(=C/c2ccc(O)cc2)C(=O)N1c1nc(N2CCCC2)nc(N2CCCC2)n1	100	93	99	90	73	101	113	95
N#Cc1ccc(/C=N/NC(=O)c2[nH]c3ccc(Br)cc3c2-c2ccccc2)s1	-41*	9.7*	58	9.0*	34	22	27	25
O=C(/C=C/c1coc(-c2ccccc2)n1)c1ccc(F)cc1	94	82	96	100	x	81	100	98
O=C(Nc1cccc(-n2cc(-c3ccncc3)c(-c3cc(O)cc(Cl)c3)n2)c1)Nc1ccc(Cl)c(C(F)(F)F)c1	24	9.3*	-13*	-17*	x	8.8*	9.0*	x
Cc1cc(C(=O)NNCc2ccccc2)no1	116	95	113	x	95	96	107	600
Clc1ccc(Cl)c(Cl)c1Cl	108	104	118	110	69	98	95	103
COc1ccc(CC(C)=C(c2ccc(OCCN3CCCC3)cc2)c2ccc(OCCN3CCCC3)cc2)cc1	-96*	-41*	-92*	-88*	-82*	-68*	-66*	-91*
CC(=O)C1C(=O)C(=O)N(c2ccc([N+](=O)[O-])cc2)C1=O (stereo unspecified)	108	100	114	103	95	104	97	101
Nc1cccc2c1C(=O)c1c(N)cccc1C2=O	95	92	112	100	78	96	93	92
OCC(O)C(O)C(O)C(O)C(c1ccc(O)cc1)c1ccc(O)cc1 (stereo unspecified)	115	101	107	104	98	106	110	118
C=CCN1C(=O)CS/C1=N\Nc1cc(=O)[nH]c2ccccc12	97	96	108	102	85	102	100	92
CCOc1ccc(C(=O)CCN2CCC3CCC(C3)C2)cc1 (stereo unspecified)	108	x	128	111	116	107	113	98
CCCC(=O)CC(=O)c1ccccc1	99	97	107	100	96	98	93	x
COC(=O)CN/C(CCCO)=C(/C#N)c1nc2ccccc2c(=O)[nH]1	112	101	122	107	86	113	105	142
Nc1nnc(SCC(=O)Nc2ccc3oc(=O)ccc3c2)s1	102	107	114	97	108	102	94	88
Cc1cc(C(N)=O)cc(C)c1C(=O)OCCCl	101	112	110	108	90	x	94	89
c1ccc2c([C@@H]3CCCCCC[C@H](c4c[nH]c5ccccc45)c4c3[nH]c3ccccc43)c[nH]c2c1	87	83	101	85	81	82	76	x
Oc1ccc(OCCOc2ccc(O)cc2)cc1	27	59	102	16	94	35	88	75
CN1CCN(Cc2ccc3c(NNC(=O)c4ccccc4)nc4cc(F)ccc4n23)CC1	-27*	12	35	3.6*	51	15	24	21
CC/C(=N/OCc1ccccc1)C(=O)O	102	96	109	94	88	65	92	99
O=C(Nc1cccc([N+](=O)[O-])c1)c1ccccc1Cl	99	106	97	105	102	88	97	100
O=C(/C=C/Nc1ccc(NS(=O)(=O)c2ncccn2)cc1)c1cc2c(ccc3ccccc32)oc1=O	100	92	109	100	108	94	x	105
CC(=O)N1c2ccc(C)cc2Sc2c1ccc1ccccc21	88	67	119	127	x	85	88	102
C[N+]1(CCC[N+]2(C)CCCCCC2)CCCCCC1	104	113	110	98	103	99	97	105
Cc1nc(-c2ccccc2)cc2c1C(=O)N(CC(=O)c1ccccc1)C2=O	104	107	116	107	97	98	115	99
CCN1C(=O)N(CC)C2C1NN=c1s/c(=C\c3ccc(C(F)(F)F)cc3)c(=O)n12 (stereo unspecified)	6.3*	5.1*	56	6.9*	35	5.3*	39	48
COc1cccc(/C=N/NC(=O)COc2cc(=O)n(C)c3ccccc23)c1	101	101	106	108	98	101	91	98
CCCCC(CN1CCCCC1)C(=O)c1ccccc1 (stereo unspecified)	103	94	110	95	96	104	105	102
Oc1ccc(CSc2nnc(-c3ccc(Cl)cc3)o2)c2cccnc12	11	13	27	9.5*	22	20	21	34
COc1ccc(C2C(C(C)=O)=C(C)NC(C)=C2C(C)=O)cc1	x	103	117	78	98	96	87	133
COC(=Nc1ccccc1)SSC(C)C	114	x	120	109	103	117	99	100
CCOC(=O)C1=C(N)Oc2c(sc3c(F)cccc23)C1c1ccc(O)cc1 (stereo unspecified)	18	20	46	23	35	41	55	42
Cc1cc(C(=O)NNC(C)Cc2ccccc2)no1 (stereo unspecified)	x	99	113	106	x	102	102	105
O=C1NC(CCc2nc3ccccc3c(=O)[nH]2)C(=O)Nc2ccccc21 (stereo unspecified)	102	108	107	x	88	107	85	91
Cc1cc2ccccc2c[n+]1CC[n+]1cc2ccccc2cc1C	102	103	107	116	97	108	88	99
O=C(O)C1C[C@](O)(c2ccc(F)cc2)[C@@H](c2ccc(F)cc2)O1 (stereo partly specified)	129	82	129	x	78	112	90	105
Oc1cc2c3c(c1)c1cc4c(cc1c[n+]3CC2)OCO4	85	70	x	96	10	88	59	76
Cc1cc(C)nc(SC2=C(Nc3ccc(O)cc3)C(=O)N(Cc3ccccc3)C2=O)n1	82[40 µM]	39[40 µM]	112[40 µM]	105[40 µM]	38[40 µM]	63[40 µM]	100[40 µM]	77[40 µM]
CC(C)Cn1cnc2c(SCCc3ccccc3)nc(N)nc21	100	81	108	111	66	99	x	101
CC(=O)Nc1nc2ccc(NS(=O)(=O)c3cccc4c(N(C)C)cccc34)cc2[nH]1	21	48	58	36	72	68	69	76
COc1cc(-c2nn(-c3cccc(NC(=O)Nc4ccc(Cl)c(C(F)(F)F)c4)c3)cc2-c2ccncc2)ccc1Cl	-65*	-8.0*	8.8*	-12*	-37*	-10*	5.4*	x
Cc1ccc(-c2nnc(Cn3ccnc3)o2)cc1	113	31	121	103	95	108	89	93
C=C(C)[C@@H]1CC[C@]2(C(=O)OC)CC[C@]3(C)[C@H](CC[C@@H]4[C@@]5(C)C/C(=C/c6ccc(Br)cc6)C(=O)C(C)(C)[C@@H]5CC[C@]43C)[C@@H]12	101	100	115	100	95	108	96	98
COc1c2c(c(CN3CCOCC3)c3occc13)O/C(=C/c1ccccc1)C2=O	73	84	120	107	88	90	98	92
COc1ccc(NC(=O)CSc2nnc(-c3cc(-c4ccc(OC)cc4)nc4ccccc34)n2-c2ccccc2)cc1	98	x	105	101	104	103	103	107
Cc1cc(N=Nc2c(O)ccc3ccccc23)n[nH]1	x	85	124	106	90	92	92	51
Fc1cccc(Cl)c1Cn1c(-c2cncs2)nc2ccccc21	68	75	103	100	x	68	93	x
CC(C)(C)C(=O)C(O)C(C)(C)C (stereo unspecified)	100	96	104	101	108	100	98	x
CCN1[C@@H]2CC[C@H]1/C(=C\c1ccc(C)cc1)C(=O)/C2=C/c1ccc(C)cc1	83	65	92	80	56	82	125	94
CS(=O)(=O)Nc1nc2ccccc2c(=O)o1	103[100 µM]	104[100 µM]	106[100 µM]	111[100 µM]	108[100 µM]	107[100 µM]	94[100 µM]	89[100 µM]
Cc1ccc(Cl)cc1NC(=O)OC(C)C	105	x	111	110	102	104	91	96
c1ccc(C(c2ccccc2)c2cc(-c3cc(C(c4ccccc4)c4ccccc4)[nH]n3)n[nH]2)cc1	109	103	111	113	98	106	107	102

Next section
Structure	SK-MEL-5	CCRF-CEM	SK-MEL-28	M14	HOP-92	A549/ATCC	HOP-62	EKVX
O=C1CC[C@@H](C(=O)N2CSC[C@H]2C(=O)O)N1	103	62	109	112	91	97	x	103
C=CCCCCCCCCC(=O)NS(=O)(=O)c1ccccc1	107	108	100	101	98	96	92	99
O=C1C=CC(=O)N1Cc1ccco1	86	101	113	85	102	92	95	103
CC(C)C(C(=O)CCN1CCCCC1)c1ccc(Cl)cc1 (stereo unspecified)	98	95	106	99	95	80	103	100
O=c1c2ccccc2nc2c3[nH]c4c(Cl)c(Cl)ccc4c3ccn12	88	58	x	86	69	85	90	79
Fc1ccc2c(c1)CC1C[C@@H](/C=C/c3ccccc3)N2O1 (stereo partly specified)	81	94	104	107	x	100	107	79
Cc1cc(N2CCN(CC(=O)Nc3ccc4c(ccn4C)c3)CC2)nc(N2CCCCCC2)n1	92	35	97	99	61	85	80	86
O=C1c2ccccc2C(=O)N1C1C=CC=CC=C1	101	92	118	112	103	102	102	121
CCN1CCN(C(=O)[C@]23CC[C@@H](C)[C@H](C)[C@H]2C2=CC[C@@H]4[C@@]5(C)C/C(=C/c6ccc(C(F)(F)F)cc6)C(=O)C(C)(C)[C@@H]5CC[C@@]4(C)[C@]2(C)CC3)CC1	98	91	101	95	89	99	106	92
C(=N\Nc1nc2ccccc2s1)/c1ccc2c(c1)OCO2	104	86	116	113	90	98	x	68
CN1C(=O)C2(SCC(C(=O)Nc3ccccc3)N2C(=O)C2CCCCC2)c2ccccc21 (stereo unspecified)	x	108	105	94	92	103	96	85
O=C(c1ccccc1)C(NCCO)c1ccccc1 (stereo unspecified)	99	96	72	91	72	68	87	96

Two entries picked at random from the list so far:
Structure	SK-MEL-5	CCRF-CEM	SK-MEL-28	M14	HOP-92	A549/ATCC	HOP-62	EKVX
C(=N\Nc1nc2ccccc2s1)/c1ccc2c(c1)OCO2	104	86	116	113	90	98	x	68
CN1C(=O)C2(SCC(C(=O)Nc3ccccc3)N2C(=O)C2CCCCC2)c2ccccc21 (stereo unspecified)	x	108	105	94	92	103	96	85

Compound activity deposited in PubChem by NCI.
